Assay outcomes from PubChem.
FBPA Giardia inh = qHTS Assay for Inhibitors of Fructose-1,6-bisphosphate Aldolase from Giardia Lamblia | 0.71% of 290,000 active | A8B2U2 | Potency, µM (titrated, usually from 59.6 µM), for the others: top-dose activity, negative = inhibition, actives largely listed as inhibitors | purified Giardia FBPA; also: potency is read from the fitted curve at half-maximal effect; % is scaled to controls: 0 for no effect and ±100 for the full control effect; nearly all actives have a fitted effect of over 55% in size
Target sequence (A8B2U2 whole entry, looked up): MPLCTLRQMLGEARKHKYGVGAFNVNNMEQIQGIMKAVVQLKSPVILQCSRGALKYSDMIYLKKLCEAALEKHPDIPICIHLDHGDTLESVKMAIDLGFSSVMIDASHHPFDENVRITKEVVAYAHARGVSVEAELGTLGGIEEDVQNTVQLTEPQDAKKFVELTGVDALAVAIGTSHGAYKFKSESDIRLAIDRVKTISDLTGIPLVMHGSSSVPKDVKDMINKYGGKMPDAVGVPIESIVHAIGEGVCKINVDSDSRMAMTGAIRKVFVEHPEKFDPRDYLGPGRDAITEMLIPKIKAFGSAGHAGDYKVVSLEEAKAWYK
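40 nM FBPA preincubated 10 min at RT with compound (up to 57.5 uM final), then substrate plus GAPDH/TPI/NAD/arsenate coupling and diaphorase/resazurin added. Fluorescence read after 20 min at RT, 525/598 nm.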
Pf growth 96h = Primary qHTS for delayed death inhibitors of the malarial parasite plastid, 96 hour incubation; P. falciparum luciferase reporter growth, 96 h; Potency, µM (series often up to 28.7 µM), for the others: at the highest dose activity change, negative = inhibition, hits mostly inhibitors; 6.9% of 320,000 active; AID 504834, 2011; also: potency is read from the fitted curve at half-maximal effect; % is scaled to controls: 0 for no effect and ±100 for the full control effect
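P. falciparum expressing integrated firefly luciferase grown in erythrocytes (2% hematocrit, 0.05% parasitemia final) with compounds for 96 hours at 37 C, 5% CO2. Growth inhibition read as loss of luminescence after adding luciferase detection reagent.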
Shiga toxin inh = A qHTS for Small Molecule Inhibitors of Shiga Toxin. Vero cells, Shiga toxin protein synthesis inhibition reporter. inhibition, % at 38.7 µM. 9.2% of 290,000 active; in the data active = inhibition mostly above about 28%, no sharp cut-off; inactive = mostly below about 43%; also: 0% is about no effect
HCV inhibitor = qHTS Assay for Inhibitors of Hepatitis C Virus (HCV); Huh7.5.1 HCVcc-Cre infection, luciferase reporter, 44 h; Potency, µM (highest dose often 41.8 µM), for the others: top-dose activity change, negative = inhibition, actives largely listed as inhibitors; 3.4% of 340,000 active; also: potency is read from the fitted curve at half-maximal effect; % is scaled to controls: 0 for no effect and ±100 for the full control effect
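Compounds are dispensed onto cells plated 4 h earlier at 1,000 per well, with HCVcc-Cre virus (about 0.5 moi) added next. Following 44 h of culture, luminescent signal is measured for 15 sec after 15 min with substrate at room temperature.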
CHX counter = Cycloheximide Counterscreen for Small Molecule Inhibitors of Shiga Toxin. cell reporter, cycloheximide protein synthesis inhibition counterscreen. max response, %. 12% of 300,000 active. AID 2314, 2010; in the data active = max response mostly above about 13%, no sharp cut-off; inactive = mostly below about 14%; also: read at 38.3 µM for the half of the compounds with a filed dose; 0% is about no effect
Pf growth 48h = Primary qHTS for delayed death inhibitors of the malarial parasite plastid, 48 hour incubation. P. falciparum luciferase growth in erythrocytes, 48 h. 5.9% of 310,000 active. Potency, µM (titrated, usually from 28.7 µM), without a hit: at the top dose activity change, negative = inhibition, usual class: inhibitors; also: potency is read from the fitted curve at half-maximal effect; % is scaled to controls: 0 for no effect and ±100 for the full control effect
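Here the parasites carry a stable luciferase gene and grow inside erythrocytes in Albumax-based RPMI medium with compound for one erythrocytic cycle. Activity is scored as loss of luminescent signal.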
The depositor's hits bear a star; ? = inconclusive; nt = no result given; [ ] = another dose, or the depositor's remark. Unless noted, calls follow the shape of the dose curve; as a rule, active = well fitted curve in the direction sought with a large enough effect; inconclusive = small, poorly fitted or top-dose-only effect, or another doubt; inactive = no such curve, though single readings can be large; an effect the other way counts as inactive or inconclusive.

SMILES | FBPA Giardia inh | Pf growth 96h | Shiga toxin inh | HCV inhibitor | CHX counter | Pf growth 48h
COCCN(Cc1cc2cc(C)ccc2nc1Cl)C(=O)Nc1ccccc1OC | 0.4% | 0.5% | -22.8 | -15.2% | -1.7 | ?
Cc1nn(-c2ccccc2)c(C)c1/C=C1\C(=O)N(C)C(=S)N1C | 7.2% | 1.6% | -9.0 | 2.3% | 16.3 | ?
CC1(C)Oc2ccc(NC(=O)c3ccco3)cc2O1 | nt | -23.6% | 90.8* | -13.0% | 31.6* | 137.9%[activator]
CCOc1ccc(Oc2ccc(S(=O)(=O)N3CCOCC3)cc2N)cc1 | -0.5% | -20.7% | -6.9 | ? | -1.4 | -9.3%
Cc1n[nH]c(C)c1CCN(C)Cc1cn(C)nc1-c1ccccc1F | 0.5% | 0.8% | -4.8 | 1.2% | -1.4 | 11.7%
Cc1ccc(Cl)cc1N1CCN(C(=O)CN(c2ccccc2)S(=O)(=O)N(C)C)CC1 | -15.7% | -77.2% | -3.5 | ? | 4.3 | ?
COc1ccc2c(CC(=O)N3CCN(S(=O)(=O)c4cccs4)CC3)coc2c1 | 3.0% | ? | -8.9 | 4.2% | -2.4 | -22.4%
COc1cccc(/C=C2/SC(=O)N(CC(=O)N3CCc4ccccc4C3)C2=O)c1OCC(=O)O | 2.2% | -22.3% | -4.9 | -0.9% | -3.9 | nt
COc1cccc(S(=O)(=O)NCc2ccc(C(=O)Nc3ccc(C)cc3)cc2)c1 | 0.2% | nt | -1.4 | ? | 1.1 | -60.9%
Cc1nc2ccccc2n1CCC(=O)Nc1cccc(F)c1 | -5.1% | ? | 13.1 | -20.3% | 14.5 | ?
O=C(NNc1nc(-c2ccccc2)cs1)c1ccccc1 | 15.3% | 2.33µM* | 40.0 | ? | 18.5 | ?
COc1ccccc1C1CCN(C(=O)c2ccco2)CC1 | -1.2% | -16.9% | 11.3 | 15.6% | 0.4 | 5.1%
COc1ccc(/C=N/Nc2nc(=O)[nH]nc2C)cc1OC | ? | ? | 65.6* | 11.8% | 33.1* | ?
CCOC(=O)N1CCN(CC(=O)Nc2c(C(=O)OC)[nH]c3ccc(Cl)cc23)CC1 | -3.2% | ? | -18.2 | ? | -7.0 | ?
O=C(Nc1ccc2c(c1)OCO2)C(c1ccccc1)N1CCN(C(=O)c2ccco2)CC1 (stereo not drawn) | -8.1% | 230.6%[activator] | 3.8 | 5.9% | 9.0 | ?
c1ccc(Nc2nc(-c3ccncc3)cs2)cc1 | -3.7% | 13.7% | 47.0* | ? | 60.1* | 115.8%[activator]
Nc1ccc(-c2nc3cc(N)ccc3s2)cc1 | -13.9% | ? | 66.6* | ? | 37.5* | 136.1%[activator]
COC(=O)C(CCSC)NC(=O)C12CC3CC(CC(C3)C1)C2 (stereo not drawn) | -0.6% | 1.9% | -39.6 | 13.7% | -6.9 | nt
O=C(CCN1C(=O)C2CCCCC2C1=O)Nc1ccc(F)c(F)c1F (stereo not drawn) | 3.1% | 91.9%[activator] | 7.0 | 9.6% | -2.6 | 50.2%[activator]
COc1cc(-c2n[nH]c(=S)n2-c2ccc(Br)cc2)cc(OC)c1OC | ? | -10.1% | -14.2 | 4.8% | -2.7 | 0.0%
COc1ccc(-c2cc(-c3ccc(Cl)cc3)n[nH]2)c(O)c1 | 0.2% | 18.3% | 92.5* | ? | 37.0* | ?
CCOc1ccc(CN2CCN(S(=O)(=O)c3ccc(NC(C)=O)cc3)CC2)cc1 | 15.8µM* | 0.0% | -14.9 | ? | 0.6 | ?
C/C(=N\NC(=O)c1cccc(S(=O)(=O)N2CCOCC2)c1)c1cc2ccccc2o1 | -7.9% | 7.5% | -7.1 | -26.4% | -5.0 | -15.9%
O=C1C2ON(c3ccc(Cl)cc3)C(c3ccco3)C2C(=O)N1c1ccccc1 (stereo not drawn) | -1.1% | 84.8%[activator] | -4.0 | 2.7% | -0.8 | -15.3%
CCC(C)NC(=O)CNC(=S)N(Cc1ccc(F)cc1)C1CCCCC1 (stereo not drawn) | -1.9% | ? | -4.8 | 22.0% | -3.7 | ?
CC(C)(C)c1ccc(OCC(O)CN2CCN(c3ccccn3)CC2)cc1 (stereo not drawn) | nt | ? | -3.1 | -25.0% | -1.5 | 6.8%
CC(=O)N1c2ccc(S(=O)(=O)N(C)CC(=O)N(C)Cc3ccccc3)cc2CC1C (stereo not drawn) | -1.1% | 33.0%[activator] | -2.0 | 0.2% | -2.2 | -3.7%
CCCN1C2CCCC1CC(NC(=S)NCCCOCC)C2 (stereo not drawn) | -2.0% | ? | -34.2 | 7.9% | -4.1 | -21.0%
NC(=O)CC12CC3CC(C1)CC(CC(N)=O)(C3)C2 | -2.6% | 9.4% | 19.1 | 14.0% | -5.5 | 11.1%
CCOc1ncccc1C(=O)OCc1ccc(C#N)cc1 | 2.6% | 0.0% | -9.9 | -8.2% | 1.0 | 14.7%
COc1cc(C2CC(=O)c3cnc(N)nc3C2)cc(OC)c1OC (stereo not drawn) | -0.4% | nt | 11.9 | 19.1% | -5.3 | nt
COc1cccc(-c2ncc3ccccc3c2COC(=O)c2ccco2)c1 | nt | -8.8% | nt | -6.4% | nt | -22.4%
O=C(CN1C(=O)C2(OCCO2)c2ccccc21)c1ccc(Cl)cc1 | 5.9% | nt | 7.1 | 13.8% | -1.1 | -1.5%
O=C(CN1C(=O)c2ccccc2C1=O)Nc1ccccc1 | -6.9% | -0.5% | 2.2 | 3.9% | -3.4 | -7.4%
CCOC(=O)N1CCN(c2cc3nccnc3cc2F)CC1 | -25.6% | nt | -6.0 | 5.9% | -1.8 | 11.7%
O=C(Cn1cc(C(F)(F)F)cc(Cl)c1=O)NCc1ccc(F)cc1 | 9.7% | 55.6%[activator] | 87.5* | 17.1% | 23.0 | 71.9%[activator]
Cc1ccc(S(=O)(=O)N2CCOC2CNC(=O)C(=O)NCc2ccc(Cl)cc2)cc1 (stereo not drawn) | nt | 4.3% | -10.9 | nt | -1.6 | 5.4%
Cc1c(C(=O)N2CCCC2)sc(NC(=O)c2ccco2)c1C#N | ? | 26.8% | 12.9 | 17.4% | 6.5 | -24.4%
Oc1ccc(C=Nc2ccc3ncccc3c2)c(O)c1 | ? | -6.0%[5.75 µM] | 106.0* | nt | 55.8* | ?
O=C(CCN1CCOCC1)Nc1ccc(Cl)cc1 | ? | -24.9% | 6.1 | 12.1% | 0.7 | -1.2%
Cc1cc(C)c(NC(=O)CN2CCN(C)CC2)c(C)c1 | 1.8% | ? | 25.4 | 3.5% | 14.2 | nt
O=C(c1cc(COc2ccc3c(c2)CCCC3)on1)N1CCCC1 | nt | 3.9% | 50.6* | nt | 46.9* | 23.8%
CN(C)/C=N/c1nc2ncc(-c3ccc(Cl)cc3)c(/N=C/N(C)C)n2n1 | -0.6% | -8.8% | -20.3 | 2.0% | 21.9 | -5.6%
C/C(=N\NC(=O)c1ccc(CSc2nncn2C)cc1)c1ccc(C#N)cc1 | -0.7% | ? | -9.4 | 6.6% | -1.3 | ?
CC(Sc1ccc(S(=O)(=O)N2CCCCCC2)cn1)C(N)=O (stereo not drawn) | nt | -12.6% | nt | 30.9%[activator] | nt | -1.7%
CC(C)n1cc(C(=O)N2CCCC(N3CCN(c4cccc(Cl)c4)CC3)C2)cn1 (stereo not drawn) | nt | ? | 11.7 | nt | 20.0 | -10.1%
Cc1cccc(CCNC(=O)c2cc(S(=O)(=O)N3CCCCC3)c[nH]2)c1 | 7.8% | ? | 2.6 | -25.5% | 0.6 | ?
COc1cccc(NC(=O)CCCOc2cc(=O)n(C)c3ccccc23)c1 | -10.6% | 30.0% | 9.5 | 2.8% | -1.6 | -10.6%
COc1ccc(NC(=O)CN(C)C(=O)c2ccc(NS(=O)(=O)c3ccc(F)cc3)cc2)cc1 | nt | 3.7% | nt | 0.3%[8.37 µM] | nt | -10.4%
Cc1ccc(NC(=O)CC2CCCC2)c(Br)c1 | nt | 111.3%[activator] | 93.0* | -14.2% | 42.4* | 88.0%[activator]
(cont.)
SMILES | FBPA Giardia inh | Pf growth 96h | Shiga toxin inh | HCV inhibitor | CHX counter | Pf growth 48h
Cc1cc(C)cc(N2C(=O)C3CC=CCC3C2=O)c1 (stereo not drawn) | -3.9% | 16.3% | 11.5 | 1.5% | -2.4 | -9.3%
Nc1cc(=O)[nH]c(SCc2ccc(Cl)cc2Cl)n1 | -4.3% | 38.6%[activator] | -2.2 | 3.16µM* | -2.7 | nt
COc1ccccc1N(CC(=O)NCC1CCCO1)C(=O)CCC(=O)Nc1cc(C)on1 (stereo not drawn) | nt | -2.2% | -3.3 | -2.6% | -1.2 | 42.8%[activator]
CCOC(=O)C1=C(c2ccccc2)NC(=O)NC1c1ccc(OC)cc1OC (stereo not drawn) | -6.2% | 0.4% | -5.2 | -0.3% | -3.0 | nt
CCOC(=O)C1CC(c2ccccc2)=NNC1=O (stereo not drawn) | -1.8% | 13.7% | -4.0 | -23.9% | 1.1 | 13.4%
COc1cc(CNCCSc2nnnn2C)cc(Br)c1OCc1ccccc1F | -17.8% | nt | 0.2 | ? | 4.7 | -2.5%
Cc1ccc(NC(=O)Cn2ccsc2=N)c([N+](=O)[O-])c1 | 0.8% | ? | 4.0 | -7.2% | 1.4 | 9.6%
CCCN(CCC)c1ccc(C(O)c2nnc(-c3ccccc3)o2)cc1 (stereo not drawn) | -2.9% | ? | 29.6 | 25.8% | 26.9 | ?
COC(=O)/C=C1\C(=O)N(c2nc3ccc(OC)cc3s2)C(=S)N1c1ccc(F)cc1 | 5.2% | 31.1%[activator] | -9.6 | 14.9% | 0.7 | 18.4%
COc1cc(/C=C2\SC(=O)N(CC(=O)Nc3ccc(C)cc3)C2=O)cc(Cl)c1OCC(=O)O | -9.3% | 1.7% | nt | 10.7% | -4.9 | 55.8%[activator]

Record cards, as listed above:
Record of `CCOC(=O)C1CC(c2ccccc2)=NNC1=O` (stereo not drawn) → FBPA Giardia inh = -1.8%; Pf growth 96h = 13.7%; Shiga toxin inh = -4.0; HCV inhibitor = -23.9%; CHX counter = 1.1; Pf growth 48h = 13.4%
Record of `COc1ccccc1N(CC(=O)NCC1CCCO1)C(=O)CCC(=O)Nc1cc(C)on1` (stereo not drawn) → FBPA Giardia inh = nt; Pf growth 96h = -2.2%; Shiga toxin inh = -3.3; HCV inhibitor = -2.6%; CHX counter = -1.2; Pf growth 48h = 42.8%[activator]
Record of `Cc1ccc(NC(=O)Cn2ccsc2=N)c([N+](=O)[O-])c1` → FBPA Giardia inh = 0.8%; Pf growth 96h = ?; Shiga toxin inh = 4.0; HCV inhibitor = -7.2%; CHX counter = 1.4; Pf growth 48h = 9.6%

(further entries)
SMILES | FBPA Giardia inh | Pf growth 96h | Shiga toxin inh | HCV inhibitor | CHX counter | Pf growth 48h
CCCCNC(=O)c1onc(CSc2ccc(F)cc2)c1C(=O)O | 16.9% | 98.6%[activator] | -23.1 | 14.8% | -4.5 | 6.2%
O=C(NNC(=O)c1ccccc1C(=O)O)c1ccc(O)cc1 | 0.5% | -6.3% | 96.3 | 12.6µM* | 23.5* | 6.5%
CCN1CCN(c2ccc(N3CCN(S(=O)(=O)c4ccc(C)c([N+](=O)[O-])c4)CC3)nn2)CC1 | nt | 0.928µM* | nt | ? | nt | 13.1µM*
COc1ccc(NS(=O)(=O)c2ccc(O)c(NC(=O)c3ccc(S(=O)(=O)N4CCCCCC4)cc3)c2)cc1 | 1.6% | 7.6% | 9.1 | 11.6% | -0.4 | 22.5%
CCc1ccc2oc(-c3ccc(N)cc3)nc2c1 | -1.8% | -24.3% | 47.9* | 12.6µM* | 38.2* | 156.3%[activator]
C/C(=N\O)c1ncc(C(F)(F)F)cc1Cl | 1.5% | 21.6% | 1.6 | 8.5% | 1.2 | 11.3%
